LEDGF integ inh – blocks HIV-1 LEDGF/p75-dependent DNA integration | TR-FRET IN-LEDGF/p75 DNA integration, Eu/Cy5 | inhibition, % at 3.7 µM | hit rate 0.64% among 370,000;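 active = inhibition above the screen-wide mean plus 3 SD, cut at about 13% in these data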;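 also: signal is the Cy5 over europium emission ratio at 671 and 618 nm; 0% = plate median of compound wells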
PG9 Ab binder – small molecules binding HIV-1 gp120 antibody PG9; TR-FRET gp120-PG9 antibody binding; inhibition, % at 6.7 µM; hit rate 0.43% among 360,000; in the data active = inhibition above about 8.5%
HTRA1 inh – inhibitors of human serine peptidase HTRA1 | recombinant HTRA1, FP-rhodamine activity-based probe, fluorescence polarization | inhibition, % at 5.96 µM | hit rate 0.5% among 340,000; in the data active = inhibition above about 36%;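 also: 0% = enzyme with DMSO and 100% = wells lacking enzyme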
Target sequence (Q92743 whole entry, looked up): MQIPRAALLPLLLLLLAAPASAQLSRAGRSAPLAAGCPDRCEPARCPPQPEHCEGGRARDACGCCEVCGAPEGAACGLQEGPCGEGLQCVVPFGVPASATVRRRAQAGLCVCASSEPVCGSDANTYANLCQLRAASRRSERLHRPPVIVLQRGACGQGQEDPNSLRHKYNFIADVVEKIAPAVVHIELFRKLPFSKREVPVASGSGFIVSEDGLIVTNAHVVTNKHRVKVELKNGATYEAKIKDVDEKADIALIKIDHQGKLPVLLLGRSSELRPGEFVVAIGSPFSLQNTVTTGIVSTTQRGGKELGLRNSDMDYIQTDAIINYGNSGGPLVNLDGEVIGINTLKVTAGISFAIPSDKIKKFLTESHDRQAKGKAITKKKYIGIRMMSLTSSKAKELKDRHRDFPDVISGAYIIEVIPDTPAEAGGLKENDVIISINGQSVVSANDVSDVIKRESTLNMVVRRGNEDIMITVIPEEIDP
PRMT1 FP inh – blocks human protein arginine methyltransferase 1; Q99873; recombinant PRMT1, activity-based probe fluorescence polarization; inhibition, % at 2.79 µM; hit rate 1.3% among 370,000; AID 652257;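 active = inhibition above about 21% made by adding two undisclosed values, limit read from the data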
ABHD4 inh – inhibitors of mouse ABHD4 | Q8VD66 | purified mABHD4, FP-Rh probe fluorescence polarization | inhibition, % at 8.92 µM | hit rate 0.54% among 370,000;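 active = inhibition exceeding the mean over every tested compound plus 3 SD, cut at about 30% in these data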;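 also: 0% = plate median of compound wells and 100% = S159A mutant with DMSO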
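Assay system: mouse ABHD4 enzyme, wild type / Also added: fluorescent activity-based probe FP-Rh / Doses: single nominal dose of 8.92 µM, 0.89% DMSO final / Timing: 45 min compound pre-incubation plus 60 min probe step, 25 °C / Signal: FP readout, ex 525 nm / em 598 nm / Control set: S159A mutant/DMSO as 100%, compound-well median as 0%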
SIAE inh – blocks human sialic acid acetylesterase | SIAE FP-Rh probe binding, fluorescence polarization | inhibition, % at 9.66 µM | hit rate 0.69% among 370,000;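 active = inhibition above a cutoff: mean of compounds within the control limits plus 3 SD of those, cut at about 17% in these data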;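 also: 0% = plate median of compound wells and 100% = probe without SIAE protein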
UHRF1 binding – blocks human UHRF1 binding to methylated DNA; UHRF1 binding to methylated oligo, TR-FRET; inhibition, % at 4.4 µM; hit rate 0.75% among 370,000; in the data active = inhibition above about 21%;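 also: UHRF1 SRA domain binding a hemimethylated CpG hairpin DNA probe; 0% = median of test compound wells and 100% = reference inhibitor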
TDP2 absorb – TDP2 (human) inhibition, absorbance primary screen; O95551; recombinant TDP2, T5PNP hydrolysis, p-nitrophenol absorbance 415 nm; inhibition, % at 12.8 µM; hit rate 0.34% among 370,000;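 active = inhibition above the mean of all tested compounds plus 3 SD, set per campaign, cut at about 25% in these data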;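 also: 0% = DMSO with enzyme and 100% = buffer with substrate but no TDP2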
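System – recombinant human TDP2 · Quantity – TDP2 enzyme at 120 nM final · Doses – single concentration, 12.8 µM nominal, with 1% DMSO · Incubation – 2 h at 37 °C · Measured by – epi absorbance of p-nitrophenol freed from T5PNP by hydrolysis · Read-out – % inhibition relative to enzyme-containing and enzyme-free wells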
Tn7 DDE FP – disrupts Tn7 cyclic peptide binding to fibrin D-Dimer-E complex. hit rate 0.13% among 370,000. inhibition, % at 8.3 µM. FP displacement of FITC-Tn7 peptide from fibrin DD(E); 0% = median of compound wells per plate. P02675;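 active = inhibition above the mean of compounds falling within the control limits plus 3 SD of them, cut at about 14% in these data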;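 also: 0% = plate median of compound wells and 100% = 10 µM Aha-Tn7 peptide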
Target sequence (P02675 whole entry, looked up): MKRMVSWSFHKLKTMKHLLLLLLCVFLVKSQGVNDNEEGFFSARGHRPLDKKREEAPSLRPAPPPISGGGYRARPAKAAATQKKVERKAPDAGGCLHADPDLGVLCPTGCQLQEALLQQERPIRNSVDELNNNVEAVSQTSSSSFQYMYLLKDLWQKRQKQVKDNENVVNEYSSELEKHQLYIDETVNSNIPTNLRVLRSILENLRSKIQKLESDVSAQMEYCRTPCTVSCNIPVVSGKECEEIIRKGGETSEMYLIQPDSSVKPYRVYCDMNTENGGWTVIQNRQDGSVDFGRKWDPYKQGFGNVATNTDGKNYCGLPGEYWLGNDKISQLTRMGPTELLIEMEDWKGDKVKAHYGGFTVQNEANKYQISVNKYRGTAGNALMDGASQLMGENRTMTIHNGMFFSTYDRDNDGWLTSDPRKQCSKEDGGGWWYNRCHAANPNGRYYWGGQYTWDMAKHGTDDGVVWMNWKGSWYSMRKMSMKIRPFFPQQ
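Assay system: human fibrin DD(E) protein / Input: 2 µM fibrin DD(E) / Benchmarks: high control of 10 µM Aha-Tn7 peptide / Measured by: fluorescence polarization of the labelled Tn7 tracer / Medium: Tris buffer with calcium and detergent, pH 7.8 / Timing: 10 min compound pre-incubation, 3 h probe incubation at room temperature / Repeats: one replicate per compound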
TCR-CD3 inh – human TCR-CD3 binding inhibition; TAMRA-labeled TCR probe fluorescence, biochemical; inhibition, % at 9.4 µM; hit rate 0.37% among 360,000; AID 651800; in the data active = inhibition above about 19%;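 also: recombinant mutant TCR 2C K166C tagged with TAMRA read by polarization; 0% = receptor in buffer alone and 100% = receptor with positive control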
An asterisk follows results filed as active; nt = no result given. Rows were taken by chance; overall some 4.2% were active at least once.

SMILES	LEDGF integ inh	PG9 Ab binder	HTRA1 inh	PRMT1 FP inh	ABHD4 inh	SIAE inh	UHRF1 binding	TDP2 absorb	Tn7 DDE FP	TCR-CD3 inh
Cc1cccc(Nc2nnc(SCC(=O)N(C)C3CCS(=O)(=O)C3)s2)c1C (centres undefined)	0	-3.0	5	-1	8	2	6	1	2	2
COc1cc(NC(=S)NC(=O)c2cc(C)cc(C)c2)ccc1NC(=O)c1cccs1	1	-2.4	-31	0	-11	-9	0	4	1	-1
COC(=O)[C@H]1C[C@@]2(c3ccccc3)c3ccccc3N(S(=O)(=O)c3ccccc3)[C@H]2N1	1	nt	nt	1	-5	-3	6	3	6	nt
C[C@H](CO)N1C[C@H](C)[C@@H](CN(C)Cc2ccc3c(c2)OCO3)Oc2cc(Br)ccc2S1(=O)=O	-7	-2.1	-23	-3	9	0	-1	-3	-1	7
Cc1ccc(C(=O)NCc2ccc3c(c2)OCO3)cc1Cl	1	-0.1	-16	-3	-9	-1	-1	20	1	1
O=C(c1cnn(-c2ccccc2)c1)c1ccccc1O	-1	0.5	-16	2	-10	-5	1	2	2	-3
COc1ccc(/C=N/Nc2nc3ccccc3o2)cc1O	1	-0.2	-4	3	5	5	-1	-1	-1	-9
CN(C(=O)COC(=O)c1cc2c(s1)CCCCC2)c1ccccc1	1	-0.4	-2	-3	-8	1	0	-15	-14	-3
O=C(Nc1ccc(N2C(=O)C3C4C=CC(C4)C3C2=O)cc1)Nc1nnc(C(F)(F)F)s1 (centres undefined)	-1	1.8	-10	4	-8	-18	-1	6	-7	-7
CN(C)S(=O)(=O)c1cccc(CSc2cccc[n+]2[O-])c1	-5	0.9	3	1	3	6	0	6	8	5
O=C(CCc1ccc(O)c(O)c1)NNC(=S)Nc1ccc(Br)cc1Cl	-8	-0.2	nt	8	16	1	3	-1	-6	-4
NS(=O)(=O)c1cccc(NC(=O)c2cccc(Oc3ccccc3)c2)c1	-7	0.3	-42	3	-18	-6	2	-9	7	-2
O=C(O)c1ccc(CNC(=O)c2ccc(C(F)(F)F)cc2)cc1	3	-2.7	9	-3	-6	-4	1	-11	-3	5
COc1ccc(C(=O)OCC(=O)Nc2cc(S(=O)(=O)N3CCOCC3)ccc2N2CCCC2)cc1	-3	-0.7	-3	3	0	-5	7	-8	5	5
COc1ccc(OC)c(C(O)c2nc3ccccc3n2C(C)C)c1 (centres undefined)	2	-0.2	-3	-1	-5	6	0	-6	4	4
Cc1noc(C)c1C(c1ccccc1)S(=O)(=O)c1ccccc1 (centres undefined)	5	-1.1	-4	1	-2	7	5	5	-1	-6
COc1cccc(-c2ccc3nnc(SCC(=O)N4CCCC4)n3n2)c1	1	-0.9	-2	-4	0	-5	-2	-4	-2	4
CCOc1ccc(C(=O)c2cnc3ccccc3c2N2CCN(CC)CC2)cc1	4	1.4	-5	-1	-8	-4	2	-4	0	-3
O=C(CSc1nnc(COc2ccc(Cl)cc2)o1)N(c1ccccc1)C1CCS(=O)(=O)C1 (centres undefined)	3	-1.6	-8	-2	2	-8	-1	-12	-5	2
COc1ccc(C(C)NC(=S)NCc2ccc(F)cc2)cc1 (centres undefined)	1	-0.8	-5	0	0	1	-1	-6	5	-1
CN1CCc2nc3ccc(Cl)cc3c(-c3ccccc3Cl)c2C1	-2	1.5	-12	6	6	-3	2	-1	3	-4
Cc1cc(C)n2nc(SCc3nnc(-c4cccs4)o3)nc2n1	3	1.5	4	-4	2	3	4	-2	0	1
CCCN1C(=O)/C(=N\OCC(=O)Nc2ccc(C(C)C)cc2)c2ccccc21	-2	-1.0	-39	1	5	-1	-1	9	3	-3
COc1ccc(CC(NC(C)=O)C(=O)NC2CCN(S(=O)(=O)c3ccc(NC(C)=O)cc3)CC2)cc1 (centres undefined)	2	0.3	5	-2	2	-3	-2	2	2	11
Cc1cc(F)ccc1C(O)c1ncc(-c2ccccc2C(F)(F)F)[nH]1 (centres undefined)	-3	0.1	nt	2	-8	2	2	0	0	-6
Cc1ccc(C(=O)NNC(=O)CNc2cccc(Cl)c2)cc1	2	1.8	-5	1	0	-3	4	-1	6	-6
O=C(O)[C@H](Cc1ccccc1)NC(=O)N1CCN(c2ccccc2)CC1	1	-1.4	1	0	-3	1	-2	8	3	-3
CCCCN(C(=O)c1oc2ccc(OCC)cc2c1C)c1c(N)n(CCCC)c(=O)[nH]c1=O	0	-0.5	-11	-8	-5	-4	0	-4	-7	4
CCCNS(=O)(=O)c1ccc(OCC(=O)NCC2CCCO2)cc1 (centres undefined)	3	-1.3	3	-10	-2	3	0	-8	-6	4
COc1ccccc1/C=C/C(=O)NCC(=O)N/N=C/c1ccc2c(c1)OCO2	0	-2.3	-5	0	-3	1	-7	-3	-3	5
CN1CC(=O)NC1=NC(=O)C12CC3CC(CC(C3)C1)C2	-3	0.5	-1	2	3	0	1	0	0	-1
Cc1cccc(NC(=O)c2ccc(S(=O)(=O)N3CCCCC3)cc2)c1	5	-1.8	-22	3	-17	-8	3	-26	-2	-12
COC(=O)c1cc2c(C)nn(C)c2s1	-1	-0.1	1	3	0	-1	-1	-6	-4	-6
CC(/C=C/c1ccccc1)=N/NC(=O)CNC(=O)c1ccc2c(c1)OCO2	-10	-0.8	-9	-2	1	2	0	-2	-4	3
Cc1nn(Cc2cccc(C(=O)NCC(C)C)c2)c(C)c1Br	0	-1.7	9	4	-1	-2	4	1	1	-2
Cc1cc(=O)[nH]c(N)n1	3	0.0	-4	-5	-5	3	1	5	2	8
CNS(=O)(=O)c1ccc(Oc2ccc(S(=O)(=O)NC)cc2)cc1	-3	-2.2	1	-1	9	0	0	8	2	9
O=C1/C(=C\c2ccc(Br)o2)Cc2ccccc21	4	-3.8	0	5	5	-1	13	-19	-6	8
Cc1cc(C)n2c(SCC(=O)N3CCN(S(=O)(=O)c4ccc(Cl)cc4)CC3)nnc2n1	-5	-1.2	-2	-1	1	-5	0	-7	-7	9
CC1CCCC(C)N1C(=O)COC(=O)C12CC3CC(CC(Cl)(C3)C1)C2 (centres undefined)	3	-1.4	-2	-10	8	-5	-1	-17	-2	4
Cc1cc(C)cc(Cn2ncc(Cl)c(Cl)c2=O)c1	2	-1.0	nt	0	0	-1	-1	8	0	-5
CC1CCCCN1CCNC(=O)C1CCN(S(=O)(=O)N2CCCCC2)CC1 (centres undefined)	-3	-0.2	3	-3	-5	-7	-2	-3	5	1
CN1C(C(=O)NCCc2cccs2)CC2Cn3c(nc4cc(Cl)c(Cl)cc43)C21 (centres undefined)	2	-1.5	-2	0	3	-4	0	15	1	-5
CCC(C(=O)Nc1ccccc1-c1ccccc1)c1ccccc1 (centres undefined)	-2	0.2	-22	-1	-11	-1	0	3	0	9
COc1ccccc1N1CCN(C(=O)C2CCN(S(=O)(=O)c3ccc(F)cc3)CC2)CC1	0	-2.2	0	3	-3	2	0	-8	-9	2
Nc1cc(Oc2ccc(F)cc2F)cc([N+](=O)[O-])c1	3	0.6	-7	-2	-2	5	-1	-8	-9	2
Cc1ccc(NC(=O)[C@@H]2CCCN2S(=O)(=O)c2ccccc2C(F)(F)F)cc1S(=O)(=O)N1CCOCC1	-3	-1.9	-2	-1	-6	-4	-2	-4	-3	3
COc1cc(C(=O)Nc2cc(S(=O)(=O)N3CCOCC3)ccc2N2CCOCC2)cc(OC)c1C	-1	-1.5	4	-2	-5	6	18	2	-2	-9
COc1ccc(CCN2C(=NC(=O)CCC(=O)O)SC3CS(=O)(=O)CC32)cc1OC (centres undefined)	-1	0.1	-1	4	5	-3	-2	6	1	6
CCN(CC)C(=O)Cn1cc(S(=O)(=O)CC(=O)N2CC(C)OC(C)C2)c2ccccc21 (centres undefined)	1	-2.5	12	5	3	7	1	8	10	-3
O=C(CCCn1c(SCc2ccccc2F)nc2ccccc2c1=O)NCC1CCCO1 (centres undefined)	-3	-1.9	1	1	-3	13	1	-13	7	5
CCCN1CCN(C(=O)c2ccc3[nH]c(C)c(C)c3c2)CC1	-3	-1.4	-2	2	-4	3	8	-10	3	-6
Cc1ccc(OCC(=O)N2CCC(Cc3ccccc3)CC2)c([N+](=O)[O-])n1	5	0.3	2	-1	0	-3	2	-7	-3	-3
N#CCCN1CCN(S(=O)(=O)c2ccc(S(=O)(=O)NCC3CCCO3)cc2)CC1 (centres undefined)	5	0.2	0	-3	9	-3	2	-14	0	-5
CCC/C=N/Nc1nnc(Cc2ccccc2)c(=O)[nH]1	-3	-2.2	5	-1	-4	3	0	-16	-8	-3
Cc1cc(Nc2ncc(Cl)cc2Cl)n[nH]1	2	0.9	4	-6	-3	4	-2	13	10	3
O=C(COC(=O)CCN=C1NS(=O)(=O)c2ccccc21)NNC(=O)c1ccccc1	0	-0.8	2	4	3	1	-1	8	-6	2
COc1ccc2c(c1)CN1C(=O)N(CCc3ccccc3)S(=O)(=O)CC21 (centres undefined)	4	nt	nt	0	-4	-7	1	-6	-7	nt
COc1ccc(NC(=O)CN(C)C(=O)CN2C(=O)C3CCCCC3C2=O)cc1 (centres undefined)	2	-0.4	2	0	-2	-3	0	9	-9	2
O=C(CN1C(=O)NC2(CCCCCC2)C1=O)NCc1ccccc1	2	0.8	-3	-3	4	-4	-1	-6	-6	-6

Part of the list above, reduced to TDP2 absorb, HTRA1 inh and SIAE inh:
mol | TDP2 absorb | HTRA1 inh | SIAE inh
CCC/C=N/Nc1nnc(Cc2ccccc2)c(=O)[nH]1 | -16 | 5 | 3
Cc1cc(Nc2ncc(Cl)cc2Cl)n[nH]1 | 13 | 4 | 4

Next results
SMILES	LEDGF integ inh	PG9 Ab binder	HTRA1 inh	PRMT1 FP inh	ABHD4 inh	SIAE inh	UHRF1 binding	TDP2 absorb	Tn7 DDE FP	TCR-CD3 inh
Clc1ccc(Nc2ncnc3ccc(Br)cc23)cc1	-3	2.1	-54	3	-28	-31	-6	-11	10	0
CCOC(=O)C1=C(N)Oc2c(oc(CO)cc2=O)C1c1c(F)cccc1Cl (centres undefined)	-2	-0.3	0	-1	0	3	2	-9	-3	2
Cc1cc(C)nc(NS(=O)(=O)c2ccc(N=Cc3c(C)[nH]n(-c4ccccc4)c3=O)cc2)n1	2	-1.3	-4	-2	9	14	-13	5	-2	-4
Cc1ccc(S(=O)(=O)CCc2nnc(NC(=O)C3CCCO3)s2)cc1 (centres undefined)	-1	0.4	9	17	-4	1	9	-17	-6	-8
